# AddAB inh: growth inhibition of E. coli expressing H. pylori AddAB, primary screen, AddAB inhibitor project, absorbance; inhibition, % at 11.9 µM; AID 435030, 2010; 0.29% of 330,000 active; in the data active = inhibition above about 12%;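 note: 0% = vehicle wells of infected cells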
# PfHsp90 yeast 2: growth inhibition of PfHsp90-expressing yeast, primary screen, antimalarial PfHsp90 inhibitor project, S. cerevisiae, BacTiter-Glo luminescence, single point, set 2 | inhibition, % at 9.4 µM | BacTiter-Glo ATP, 48 h; yeast lacking PDR1 and PDR3 efflux regulators | 0.32% of 310,000 active;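 active = every replicate shows inhibition above about 80%, whatever the replicate mean, limit read from the data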;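 note: 0% = DMSO neutral controls and 100% = 20 µM radicicol positive controls; yeast relying on Plasmodium falciparum Hsp90 in place of its own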
# E coli growth: E. coli V3065 growth inhibition, primary screen, counter-screen for AddAB inhibitor project, absorbance, OD600. 18 h. AID 449728, 2010. inhibition, % at 11.9 µM. 0.27% of 330,000 active;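 active = inhibition above the campaign's mean inhibition across all tested compounds plus 3 SD, cut at about 9.9% in these data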;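 note: uninfected addAB+ strain grown without phage in ampicillin broth; 0% = DMSO wells and 100% = ciprofloxacin 0.95 µg/ml wells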
# HTR5A ag: HTR5A agonists in luminescence cell assay, primary screen, counter-screen for OPRM1-OPRD1 heterodimer agonist project, full-deck HTS; AID 504692, 2011; 0.61% of 340,000 active; cell-based; activation, % at 9.3 µM; 5-hydroxytryptamine receptor 5A (Homo sapiens), P47898; in the data active = activation mostly above about 9.5%, no sharp cut-off; inactive = mostly below about 7.6%;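 note: 0% = cells with vehicle only and 100% = reference agonist; strong numbers were not always called active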
# OPRM1-OPRD1 inv: inverse agonists of MOR-DOR heterodimerization, primary screen, cell-based, luminescence; cell-based MOR-DOR heterodimer luminescence, inverse agonism; inhibition, % at 9.3 µM; 0.21% of 340,000 active; AID 504357, 2011; in the data active = inhibition above about 22%, passing the limit was not always enough;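 note: 0% = cells with DMSO and 100% = wells without cells with DMSO; values of inactives mirror those of a sister screen read the other way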
# Target sequence (P35372 whole entry, looked up): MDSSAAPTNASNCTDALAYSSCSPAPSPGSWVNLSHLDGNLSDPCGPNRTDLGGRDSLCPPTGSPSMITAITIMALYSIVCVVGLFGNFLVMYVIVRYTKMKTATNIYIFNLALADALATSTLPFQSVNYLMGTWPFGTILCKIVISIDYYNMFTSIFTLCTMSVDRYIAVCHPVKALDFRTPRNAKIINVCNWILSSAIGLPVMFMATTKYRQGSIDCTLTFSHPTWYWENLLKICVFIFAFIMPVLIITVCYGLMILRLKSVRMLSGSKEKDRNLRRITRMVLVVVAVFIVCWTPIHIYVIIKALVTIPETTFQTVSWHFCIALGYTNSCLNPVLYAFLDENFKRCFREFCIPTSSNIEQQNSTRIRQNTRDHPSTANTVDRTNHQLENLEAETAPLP
# Target sequence (P41143 whole entry, looked up): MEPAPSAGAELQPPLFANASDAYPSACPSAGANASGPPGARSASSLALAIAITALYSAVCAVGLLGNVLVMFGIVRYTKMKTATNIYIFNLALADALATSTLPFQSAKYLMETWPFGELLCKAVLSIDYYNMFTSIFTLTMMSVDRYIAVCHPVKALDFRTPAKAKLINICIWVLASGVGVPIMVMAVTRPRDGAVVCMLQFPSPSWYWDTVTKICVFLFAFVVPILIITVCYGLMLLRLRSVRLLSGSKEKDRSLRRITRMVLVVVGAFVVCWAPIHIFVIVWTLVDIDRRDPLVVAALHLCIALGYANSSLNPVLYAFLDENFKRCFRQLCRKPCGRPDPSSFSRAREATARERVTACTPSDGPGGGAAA
# SUMO Mot1 rescue: yeast Mot1-301 growth rescue at high temperature, primary screen, SUMOylation pathway inhibitor project, S. cerevisiae, ATP luminescence, 38.5C | S. cerevisiae Mot1-301 growth rescue; percent above DMSO median, 100 means doubled | growth rescue, % at 18.8 µM | 1% of 320,000 active;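 active = every valid replicate shows activation above 250% relative to neutral control wells; inactive = the rest, any valid replicate at or below 250%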;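 note: OY570 slx delta 5 strain wells were the positive control but not used for scaling; some compounds called inactive have numbers as strong as hits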
# phage Ecoli inh: growth loss of phage-infected E. coli, primary screen, RecBCD inhibitor project, absorbance, with phage, HTS. inhibition, % at 11.9 µM. 0.26% of 360,000 active. AID 651602, 2012; in the data active = inhibition above about 11%
# DSG3 Ab inh: inhibitors of pemphigus antibody binding to DSG3, primary screen, biochemical, bead-based, flow cytometry, scFv-GFP; binding (percent of control), % at 10 µM; 0.48% of 310,000 active; Desmoglein-3 (Homo sapiens), P32926; DSG3-coupled beads, scFv-anti-DSG3-GFP binding; stronger effect = lower value;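 active = binding more than 3 SD below its plate's average and above zero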;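 note: hits lower antibody fragment binding to DSG3; some compounds called inactive have numbers as strong as hits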
# MOR-DOR ag: agonists of OPRM1-OPRD1 heterodimerization, primary screen, cell-based, luminescence; AID 504326, 2011; Mu-type opioid receptor (Homo sapiens) + Delta-type opioid receptor (Homo sapiens), …; cells; 0.3% of 340,000 active; activation, % at 9.3 µM; in the data active = activation above about 18%;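 note: 0% = vehicle-treated cells and 100% = reference agonist; values of inactives mirror those of a sister screen read the other way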
# HTR5A inv ag: HTR5A inverse agonists in luminescence cell assay, primary screen, counter-screen for OPRM1-OPRD1 heterodimer inverse agonist project, full-deck HTS. 5-hydroxytryptamine receptor 5A (Homo sapiens), P47898. HTR5A cell line, inverse agonism. inhibition, % at 9.3 µM. 0.083% of 340,000 active. AID 504634, 2011; in the data active = inhibition mostly above about 23%, no sharp cut-off; inactive = mostly below about 18%;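 note: 0% = cells with DMSO and 100% = no-cell wells with DMSO; some compounds called inactive have numbers as strong as hits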
# PKA-R1A act: activators of PKA-R1A holoenzyme, primary screen, biochemical, fluorescence polarization, Cy5-IP20, bovine R1A, mouse PKAc. cAMP-dependent protein kinase type I-alpha regulatory subunit (Bos taurus) + …. PKA-R1A dissociation; scaled: DMSO 0%, 113 µM cGMP 100%. activation, % at 11.4 µM. 0.083% of 340,000 active;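 active = percent activation above the mean of all tested compounds plus 3 SD, cut at about 19% in these data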;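 note: higher means more PKAc released from R1A so a rise in polarization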
# An asterisk follows results filed as active; . = not tested or not shown.
SMILES,AddAB inh,PfHsp90 yeast 2,E coli growth,HTR5A ag,OPRM1-OPRD1 inv,SUMO Mot1 rescue,phage Ecoli inh,DSG3 Ab inh,MOR-DOR ag,HTR5A inv ag,PKA-R1A act
O=C(c1ccco1)N1CCN=C1SCc1ccc(F)cc1,4.7,-4,-3.6,10,9,-16,1.5,.,-1.6,-27,-5
CC1CCN(C(=O)c2ccc(SCc3ccccc3F)c([N+](=O)[O-])c2)CC1,3.7,5,3.6,-1,4,-21,2.9,128,-0.7,10,-2
O=C(NCCOc1ccccc1Cl)C(=O)c1c[nH]c2ccccc12,1.4,-11,3.0,-3,-20,0,4.9,107,4.1,17,-5
COc1cc(OC)cc(C(=O)Nc2c(C)nn(-c3ccccc3)c2C)c1,0.1,-8,0.2,-5,8,-7,2.8,101,-1.6,15,-1
COc1cc(C(=S)N2CCN(C(c3ccccc3)c3ccccc3)CC2)cc(OC)c1O,.,2,.,5,-17,0,1.8,113,3.3,-13,1
COC(=O)/C(=C/c1ccccc1)NC(=O)c1ccco1,0.9,-20,-0.3,1,12,2,0.2,104,-2.3,-5,-1
CC(C)CCNC(=O)NC(=O)COc1ncnc2sccc12,-2.0,12,-2.7,8,-23,14,2.0,107,4.1,-11,-4
NC(=O)c1cc(C(=O)Cc2ccccc2)c[nH]1,0.1,-6,-0.5,0,11,-20,-0.7,100,-2.0,0,-11
COc1cc(C(=O)N(C)CCOc2ccccc2)ccc1OCC(=O)Nc1cccc(C(F)(F)F)c1,-0.3,14,-0.4,-1,-6,6,2.3,111,1.0,2,-10
Cc1cccc(N(Cc2ccccc2F)S(C)(=O)=O)c1,0.2,5,2.7,8,2,2,0.7,96,-0.3,-22,-2
COc1ccc(NC(=O)CN2C(=O)NC3(CCCC3)C2=O)c(OC)c1,2.0,-1,-0.8,1,-1,2,0.3,114,0.1,-2,-9
COc1cc(CN2CCC(C(=O)N3CCN(c4ccccc4F)CC3)CC2)ccc1O,2.1,-9,0.5,1,-8,-8,-0.9,89,1.6,-6,-1
CN(C)C(=O)C1(c2ccccc2)CCN(S(=O)(=O)c2ccccc2)CC1,2.1,-4,2.5,4,-1,11,1.0,.,0.1,-18,5
COc1ccccc1N1CCN(S(=O)(=O)c2ccc3c(c2)NC(=O)CS3)CC1,1.1,8,-1.4,1,3,4,0.5,105,-0.6,-17,-1
Cc1ccc(-c2nc(-c3cccnc3)sc2CC(=O)Nc2ccc(C)c(Cl)c2)cc1,1.8,-13,0.5,2,-18,246,3.2,96,2.9,5,-10
COc1ccccc1S(=O)(=O)Cc1ccc(C(=O)N2CCCC2)o1,4.5,-22,0.3,6,4,-5,2.3,103,-0.7,-18,2
Cc1[nH]n(-c2ccccc2)c(=O)c1/C=N/NC(=O)COc1ccccc1[N+](=O)[O-],-6.1,-1,-5.6,2,-3,-9,-2.2,106,0.3,-6,2
Cc1ccc2nc(-c3cccc(Br)c3)cc(C(=O)Nn3cnnc3)c2c1,2.0,-68,2.1,-1,16,0,0.5,95,-3.4,3,0
O=C(COc1cccc(Cl)c1)NNC(=S)Nc1ccccc1,2.9,-43,0.8,0,-6,9,1.0,.,1.3,4,-3
O=C(NC1CC2CCCC(C1)N2Cc1ccccc1)C1CCCCC1 (stereo unspecified),-1.3,3,-1.2,-7,1,173,2.3,102,-0.2,17,-3
Cc1ccccc1-n1nc(C)c2cc(C(=O)N3CCN(S(=O)(=O)c4ccccc4)CC3)sc21,.,7,.,-4,-3,.,2.5,103,0.5,-10,-1
S=C(Nc1cccc(Cl)c1)Nc1cccc2cnccc12,4.0,5,-0.7,8,-42,20,.,98,7.0,-22,10
COc1ccc(/C=C/C(=O)Nc2c(C)nn(C)c2C)cc1COc1ccc(Cl)cc1Br,0.2,.,-0.8,0,11,1,1.5,98,-2.2,-5,1
Cc1cccc(/N=C/c2c(C)[nH]n(-c3ccccc3)c2=O)n1,1.9,12,2.8,0,2,-15,3.2,99,-0.4,11,-8
CC1=C(C(=O)Nc2ccccc2C(=O)NCc2ccccc2)SCCO1,2.0,-18,-2.5,-2,-6,-13,3.5,101,1.2,16,7
CCOC(=O)c1cnc(SC)nc1Sc1ccccc1,5.1,8,0.2,5,-5,683,0.6,101,1.1,1,0
CCN(CC)CCNC(=O)c1ccc(NC(=O)C2CC(=O)N(c3ccc4c(c3)OCCO4)C2)cc1 (stereo unspecified),1.4,-1,-0.6,-3,1,93,.,126,-0.2,7,-3
CCOC(=O)C1(CCC(C)C)CC(CSc2nc3ccccc3[nH]2)OC1=O (stereo unspecified),1.9,-2,2.5,-3,-18,-7,1.7,103,3.1,-4,4
COc1ccc(N2C(=O)c3cccc4cccc(c34)C2=O)cc1,3.8,-24,0.5,0,6,-14,2.8,112,-1.1,-27,-5
O=S(=O)(NCc1cc(-c2ccc(Cl)cc2)no1)c1ccc(Cl)cc1,-1.2,-15,-2.2,2,-47,4,0.8,97,7.7,-4,-10
COc1ccc(Cl)cc1NC(=O)CN(C)C(=O)c1sccc1-c1ccccc1,1.7,.,-1.1,0,-6,9,1.0,86,1.5,0,-1
COc1ccccc1CNC(=O)C1CC(c2ccc([N+](=O)[O-])cc2)=NO1 (stereo unspecified),3.1,-11,-0.2,3,-7,-4,1.8,97,1.3,-8,-16
CC(=O)c1ccc(C(=O)N2CCCC(CCC(=O)N(C)CCc3ccccn3)C2)s1 (stereo unspecified),1.4,28,-0.7,-3,9,11,3.7,100,-1.6,8,8
COc1ccc(OC)c(NC(=O)c2ccc3c(=O)n(CCc4ccccc4)c(=S)[nH]c3c2)c1,-1.7,9,-1.9,-1,17,217,4.0,103,-3.2,-13,-3
CCCCC(=O)Nc1ccc(C(=O)NNC(=O)c2ccccc2Br)cc1,-0.4,5,-0.7,0,2,-5,.,98,-0.3,-2,-3
CC(c1nccs1)N(C)C(=O)CCc1nnc(-c2ccc(-c3ccccc3)cc2)o1 (stereo unspecified),-1.9,-40,-0.9,9,13,4,-0.8,102,-2.5,-27,-12

# Compound profiles, as listed above. Order of values: AddAB inh, PfHsp90 yeast 2, E coli growth, HTR5A ag, OPRM1-OPRD1 inv, SUMO Mot1 rescue, phage Ecoli inh, DSG3 Ab inh, MOR-DOR ag, HTR5A inv ag, PKA-R1A act
# O=S(=O)(NCc1cc(-c2ccc(Cl)cc2)no1)c1ccc(Cl)cc1 in the list: -1.2, -15, -2.2, 2, -47, 4, 0.8, 97, 7.7, -4, -10
# COc1ccccc1CNC(=O)C1CC(c2ccc([N+](=O)[O-])cc2)=NO1 (stereo unspecified) in the list: 3.1, -11, -0.2, 3, -7, -4, 1.8, 97, 1.3, -8, -16
# COc1ccc(N2C(=O)c3cccc4cccc(c34)C2=O)cc1 in the list: 3.8, -24, 0.5, 0, 6, -14, 2.8, 112, -1.1, -27, -5

# (next part)
SMILES,AddAB inh,PfHsp90 yeast 2,E coli growth,HTR5A ag,OPRM1-OPRD1 inv,SUMO Mot1 rescue,phage Ecoli inh,DSG3 Ab inh,MOR-DOR ag,HTR5A inv ag,PKA-R1A act
S=c1[nH]nc(COc2ccccc2)n1/N=C/c1ccco1,0.1,-20,-1.5,4,2,16,1.1,101,-0.3,20,2
CC12c3ccccc3C(c3ccccc31)C1C(=O)N(Cc3cccnc3)C(=O)C12 (stereo unspecified),1.4,-3,-2.4,-2,-9,1,1.5,104,1.4,6,-6
Cc1ccc(S(=O)(=O)N[C@@H](C)C(=O)OCC(=O)N2c3ccccc3NC(=O)C2(C)C)cc1,1.4,-13,-0.5,-2,11,0,2.1,94,-2.7,4,1
C[N+](C)(C)CC(=O)N/N=C/c1c2ccccc2cc2ccccc12,-4.5,-2,-3.2,3,10,-10,1.9,110,-1.9,-11,-13
Cn1c(=O)c2c(ncn2CC(=O)Nc2nccs2)n(C)c1=O,3.3,-21,-1.5,.,.,-32,2.5,101,.,.,-2
Cc1nnc(-c2ccc(N3CCOCC3)c([N+](=O)[O-])c2)o1,-0.6,3,0.3,-2,8,59,.,98,-1.5,8,6
Cc1cc(C)c(C)c(S(=O)(=O)N[C@@H](C)C(=O)OCC(=O)NC2CCCC(C)C2C)c1C (stereo partly specified),1.2,8,-0.5,-2,-14,-4,1.0,111,3.3,4,-1
NC(=O)CSc1nnc(CNc2cccc(Cl)c2)n1CCc1ccccc1,2.8,6,-1.5,0,4,77,3.0,.,-0.6,5,-6
CCOC(=O)Cn1c(=O)c2c(nc3n2CCCN3Cc2ccccc2)n(C)c1=O,0.6,30,-0.2,-4,9,-17,2.2,92,-1.8,15,-10
CN(CC(=O)O/N=C(\N)c1ccc([N+](=O)[O-])cc1)S(=O)(=O)c1ccc2ccccc2c1,2.6,.,1.5,0,-5,-23,0.2,99,0.9,-21,-6
CCCn1c(SC(C(=O)Nc2cccc(OC)c2)c2ccccc2)nc2ccccc2c1=O (stereo unspecified),1.9,2,-2.9,13*,1,-1,4.8,102,-0.1,-44,-10
Cc1ccc(S(=O)(=O)N2CCC(C(=O)C3C(=O)CC(C)(C)CC3=O)CC2)cc1,2.1,6,-2.3,-6,18,-6,0.7,107,-3.8,-3,2
CCOCCCNC(=O)C(c1ccc(Cl)cc1)N1CCN(c2ccccc2)CC1 (stereo unspecified),-0.6,-18,-1.2,0,-1,2,1.4,-7,0.2,1,4
COc1cc(NC(=S)N2CCN(C(=O)C3CCCO3)CC2)c(OC)cc1Cl (stereo unspecified),0.9,-49,1.2,2,-2,370*,4.4,92,0.3,-6,1
COCCCN1C(=O)c2[nH]nc(-c3ccccc3O)c2C1c1ccc(Cl)cc1 (stereo unspecified),2.1,-29,-1.2,-3,12,11,2.6,111,-2.3,-5,-8
O=C(Cn1nc(C(F)F)cc1C(F)F)NNC(=S)Nc1ccc([N+](=O)[O-])cc1,3.7,13,4.2,-2,21,1,4.1,99,-4.1,6,-6
CCOC(=O)c1cnc(SCCc2ccccc2)nc1N,3.1,-23,2.8,-2,-16,-1,-0.2,.,2.9,-5,-4
COc1cc(OC)cc(N(C(=O)CNC(=O)c2cccs2)C(C(=O)NCC2CCCO2)c2ccc(OC)c(OC)c2)c1 (stereo unspecified),1.4,-11,-0.3,1,6,-5,3.0,101,-1.1,-2,8
C[C@]12C(=O)N(c3ccc(C(F)(F)F)cc3)C(=O)N1[C@H]1c3ccccc3OC[C@@H]1[C@H]2c1ccccc1,0.4,-5,0.7,5,-42,-13,1.8,95,7.4,-27,-5
C/C(=N\Nc1nccnc1Cl)c1ccc(O)cc1,1.8,33,-2.2,8,6,-3,-0.2,108,-1.1,-28,-3
COC(=O)c1ccc(COC(=O)CNC(=O)c2cccs2)cc1,-0.9,-3,-1.3,-1,11,-20,2.6,100,-2.2,1,-13
